# PRMT1 FP inh: inhibitors of human PRMT1; Q99873; inhibition, % at 2.79 µM; recombinant PRMT1, activity-based probe fluorescence polarization; 370,000 compounds, 1.3% hits;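 active = inhibition above about 21% made by adding two undisclosed values, limit read from the data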
# Target sequence (Q99873 whole entry, looked up): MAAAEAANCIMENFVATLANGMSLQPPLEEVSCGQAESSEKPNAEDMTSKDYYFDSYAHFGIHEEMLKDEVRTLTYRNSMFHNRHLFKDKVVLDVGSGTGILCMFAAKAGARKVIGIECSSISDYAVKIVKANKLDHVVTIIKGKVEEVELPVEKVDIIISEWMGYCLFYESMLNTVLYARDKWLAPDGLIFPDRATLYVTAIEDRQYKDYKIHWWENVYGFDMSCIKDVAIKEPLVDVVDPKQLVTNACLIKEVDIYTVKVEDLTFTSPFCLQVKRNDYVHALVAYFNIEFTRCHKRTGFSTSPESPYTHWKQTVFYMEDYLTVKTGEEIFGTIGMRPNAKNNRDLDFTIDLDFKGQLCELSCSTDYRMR
# TCR CD3 inh: blocks the human TCR-CD3 interaction; TAMRA-labeled TCR probe fluorescence, biochemical; inhibition, % at 9.4 µM; 360,000 compounds, 0.37% hits; AID 651800; in the data active = inhibition above about 19%;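 also: recombinant mutant TCR 2C K166C tagged with TAMRA read by polarization; 0% = receptor in buffer alone and 100% = receptor with positive control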
# MBD2 DNA inh: blocks human MBD2 binding to methylated DNA; TR-FRET, MBD2 binding to methylated oligonucleotide; AID 686964; inhibition, % at 4.4 µM; 370,000 compounds, 0.31% hits; in the data active = inhibition above about 13%
# rCAG RNA binder: molecules binding r(CAG) RNA repeats | r(CAG) RNA repeat, TO-PRO-1 dye displacement fluorescence | inhibition, % at 3 µM | 370,000 compounds, 1.3% hits | AID 651821;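 active = inhibition above the plate cutoff, the mean of all test compounds on that plate plus 3 SD, cut at about 35% in these data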;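 also: 0% = DMSO alone and 100% = 100 µM mitoxantrone as full dye displacement; higher means more dye released from RNA so lower well fluorescence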
# HTRA1 inhibitor: HTRA1 (human) protease inhibition. 340,000 compounds, 0.5% hits. recombinant HTRA1, FP-rhodamine activity-based probe, fluorescence polarization. inhibition, % at 5.96 µM. Q92743. AID 504803; in the data active = inhibition above about 36%;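 also: 0% = enzyme with DMSO and 100% = wells lacking enzyme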
# mABHD4 FP: inhibits mouse alpha/beta hydrolase domain 4; purified mABHD4, FP-Rh probe fluorescence polarization; inhibition, % at 8.92 µM; 370,000 compounds, 0.54% hits; AID 720543;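 active = inhibition exceeding the mean over every tested compound plus 3 SD, cut at about 30% in these data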;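 also: 0% = plate median of compound wells and 100% = S159A mutant with DMSO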
#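 Test system: mouse ABHD4 enzyme, wild type. Reagent: FP-Rh fluorescent activity-based probe, added after compound pre-incubation. Timing: pre-incubation 45 min, probe exposure 60 min, at 25 °C. Technique: FP readout, ex 525 nm / em 598 nm. Benchmarks: high control S159A mutant with DMSO, low control median of compound wells.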
# GC-B act: GC-B (human) receptor activation; P20594; HEK293-GC-B cells, CNP EC30, cGMP TR-FRET; 0% at EC30 CNP, 100% saturating CNP; activation, % at 10 µM; 370,000 compounds, 0.11% hits; AID 1920062;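 active = activation at 10 µM reaching about 35% in either raw or pattern-adjusted values, limit read from the data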
# TDP2 inh: blocks human TDP2 phosphodiesterase activity; O95551; recombinant TDP2, T5PNP hydrolysis, p-nitrophenol absorbance 415 nm; inhibition, % at 12.8 µM; 370,000 compounds, 0.34% hits; AID 720702;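 active = inhibition above the mean of all tested compounds plus 3 SD, set per campaign, cut at about 25% in these data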;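 also: 0% = DMSO with enzyme and 100% = buffer with substrate but no TDP2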
#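 Material: recombinant human TDP2; quantity: TDP2 enzyme at 120 nM final; medium: Tris-HCl pH 7.5 with MgCl2; compound: single concentration, 12.8 µM nominal, with 1% DMSO; incubation: 2 h enzyme incubation at 37 °C; signal: epi absorbance; measure: percent inhibition; benchmarks: high control without enzyme, low control DMSO plus TDP2; repeats: singlicate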
# LEDGF integ inh: blocks HIV-1 LEDGF/p75-dependent DNA integration; 370,000 compounds, 0.64% hits; TR-FRET IN-LEDGF/p75 DNA integration, Eu/Cy5; AID 743269; inhibition, % at 3.7 µM;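 active = inhibition above the screen-wide mean plus 3 SD, cut at about 13% in these data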;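 also: signal is the Cy5 over europium emission ratio at 671 and 618 nm; 0% = plate median of compound wells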
# SIAE primary: blocks human sialic acid acetylesterase. 370,000 compounds, 0.69% hits. SIAE FP-Rh probe binding, fluorescence polarization. inhibition, % at 9.66 µM. AID 1053197;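 active = inhibition above a cutoff: mean of compounds within the control limits plus 3 SD of those, cut at about 17% in these data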;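 also: 0% = plate median of compound wells and 100% = probe without SIAE protein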
# Target sequence (Q9HAT2 whole entry, looked up): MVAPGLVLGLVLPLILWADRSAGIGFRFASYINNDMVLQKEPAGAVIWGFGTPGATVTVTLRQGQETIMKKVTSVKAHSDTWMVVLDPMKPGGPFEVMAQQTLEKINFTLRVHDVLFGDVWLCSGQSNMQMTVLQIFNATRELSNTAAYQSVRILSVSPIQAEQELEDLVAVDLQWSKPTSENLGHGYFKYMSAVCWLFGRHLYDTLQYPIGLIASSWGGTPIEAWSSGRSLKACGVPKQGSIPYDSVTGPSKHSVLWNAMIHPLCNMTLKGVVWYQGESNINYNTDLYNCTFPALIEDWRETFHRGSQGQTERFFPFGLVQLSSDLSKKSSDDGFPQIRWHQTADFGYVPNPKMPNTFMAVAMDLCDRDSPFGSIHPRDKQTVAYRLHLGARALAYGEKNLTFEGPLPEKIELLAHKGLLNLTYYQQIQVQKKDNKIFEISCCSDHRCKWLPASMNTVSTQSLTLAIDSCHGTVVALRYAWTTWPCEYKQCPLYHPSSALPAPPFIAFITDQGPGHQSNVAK
# * marks the source's active call; other numbers are inactive results; i = inactive; nt = no result given.
SMILES,PRMT1 FP inh,TCR CD3 inh,MBD2 DNA inh,rCAG RNA binder,HTRA1 inhibitor,mABHD4 FP,GC-B act,TDP2 inh,LEDGF integ inh,SIAE primary
Cc1ccc(CNc2oc(-c3ccco3)nc2S(=O)(=O)c2ccccc2)cc1,0,1,4,-2,-31,-8,5,-8,1,0
CC(C)c1nc(SCC(=O)N2CCc3ccccc32)n[nH]1,-1,7,-1,1,5,-1,5,1,3,0
CC(C)c1ccc(N(CC(=O)NCC2CCCO2)C(=O)CCC(=O)Nc2nccs2)cc1 (stereo unspecified),3,0,0,-3,5,3,-3,3,-8,1
O=C1c2ccccc2NC(c2c(Cl)cccc2Cl)N1Cc1ccccc1 (stereo unspecified),0,-2,1,0,-47,-16,-18,-3,5,2
CCCc1nnn(S(=O)(=O)c2ccc([N+](=O)[O-])cc2)c1CCC,-1,2,-3,3,3,2,4,-24,6,-3
COc1ccc2c(c1)cc(C(=O)N[C@@H](Cc1ccccc1)C(=O)O)n2C,-1,-2,-5,6,-6,6,1,0,1,0
COc1ccccc1C1=NOC(Cn2c(NCCCO)nc3c2c(=O)n(C)c(=O)n3C)C1 (stereo unspecified),-2,9,0,-3,-3,7,-2,-1,-1,7
CC1(C)CC(=O)C(C=NC(CCC(N)=O)C(=O)O)=C(O)C1 (stereo unspecified),5,-2,4,-4,-2,0,1,1,-3,0
Cc1cc(C)cc(CC(=O)N2CCC2(C)C(=O)NS(=O)(=O)c2ccccc2)c1 (stereo unspecified),-2,3,6,4,nt,3,-4,10,-3,2
COc1ccc(-n2cnnc2SCC(=O)NC2CCCCC2)cc1,-5,-3,-4,-1,-3,-5,1,7,4,1
C/C(=N\Nc1ccc(C(F)(F)F)cn1)c1ccncc1,3,1,10,-1,-1,4,-2,6,5,8
Cc1cn([C@H]2C[C@H](O)[C@@H](CCC(=O)NCc3cccc4ccccc34)O2)c(=O)[nH]c1=O,-3,4,-7,1,nt,2,4,-1,15*,2
O=c1nc(-c2ccccc2)cc(C(F)(F)F)[nH]1,-2,0,11,0,2,2,-2,13,5,1
COc1ccc(OC)c(/C=C2\SC(=S)N(N3CCOCC3)C2=O)c1,0,6,1,-3,-4,2,1,6,2,-2
CCOc1ccc(CNC(=O)C(=O)c2cn(CC(=O)N3CCOCC3)c3ccccc23)cc1OC,1,-8,-1,-1,0,-2,2,-7,0,-8
CC1Sc2ccc(S(=O)(=O)N3CCC(C(=O)N(C)Cc4ccco4)CC3)cc2NC1=O (stereo unspecified),1,-7,4,-1,5,-4,-3,8,1,-6
C[C@@H](c1ccccc1)N1C[C@@H](COCc2ccccc2)Oc2cc(N3CC[C@H](O)C3)ccc2S1(=O)=O,-2,6,5,8,nt,-16,3,5,-8,1
CN(CCOc1ccc(Br)cc1)CC(=O)Nc1cccc(S(=O)(=O)NC2=NCCC2)c1,-4,-2,-1,-4,-2,-20,16,16,2,10
O=C(COc1ccc2ccc(=O)oc2c1)NC1CCN(Cc2ccccc2)CC1,5,0,7,-3,2,-10,-1,-24,-3,2
CN(C)c1ccc(S(=O)(=O)N2CCCCC2)cc1NC(=O)CCNC(=O)c1ccco1,12,-6,6,5,-1,-1,4,3,1,-2
COc1cc(/C=C2\C(=N)N3N=CSC3=NC2=O)ccc1OS(=O)(=O)c1ccccc1[N+](=O)[O-],5,-1,4,34,-3,9,-1,1,-2,3
COc1ccccc1N(CC(=O)NC(C)(C)C)C(=O)C1CSC(=O)C1 (stereo unspecified),0,-3,-4,-3,9,-11,-8,3,1,-5
COc1ccc(Nc2nc3cc(-c4ccsc4)sc3c(=O)n2C)cc1OC,-8,-1,0,5,nt,11,-2,-3,2,-2
Cc1sc2nc(SCC(=O)NCc3cccs3)[nH]c(=O)c2c1C,-1,-2,3,4,5,2,-1,-5,2,-1
Cc1cccc(N2C(=O)c3cccc4c(N)ccc(c34)C2=O)c1,162*,16,-37,i,19,29,9,-4,-1,11
Nc1cc(N)nc(SCc2cc([N+](=O)[O-])cc3c2OCOC3)n1,1,1,6,11,-2,-11,-3,-3,-3,3
CCn1c(=O)c2c(nc3n2CCCN3Cc2ccccc2)n(C)c1=O,-3,7,0,-6,-3,5,2,-11,-2,5
CC[C@@H](C)[C@H](CNC)NC[C@@H](Cc1cccc2ccccc12)NCCc1cccc(C(F)(F)F)c1,-2,0,-7,2,-7,49*,-10,-10,4,0
CCOC(=O)C1CCN(C(=O)C2(NC(=O)Nc3ccccc3Cl)CCCCC2)CC1,-3,3,6,-7,-1,3,1,-1,4,0
COc1ccc(CNCCSc2nnnn2C)c(OC)c1OC,1,7,1,-2,7,-1,2,-6,6,-1
COC(=O)c1c(NC(=O)CN2CCCC(C)C2)c2c(C)cccc2n1C (stereo unspecified),-1,-10,-1,-9,-5,-9,2,-13,2,0
CC(C)NC(=O)N[C@H]1C[C@@H]2O[C@H](CO)CC[C@@H]2O[C@@H]1CCc1ccc(-c2ccc(F)cc2)cc1,0,nt,1,-1,nt,-1,-1,6,-2,-2
N/C(CS(=O)(=O)c1ccccc1)=N\OC(=O)c1ccc(F)cc1,3,-2,0,-4,5,0,-3,-3,-1,4
Cc1ccc(-n2c(O)c(C=NC3CCS(=O)(=O)C3)c3ccccc3c2=O)cc1C (stereo unspecified),0,1,3,2,-2,-5,-1,0,-3,11
COC(=O)C1=CN(c2ccc(C)cc2)C(N)=C(C#N)C1c1ccc(OC)cc1 (stereo unspecified),-2,-2,-6,6,nt,3,-4,-9,1,8
CCOc1ccc(Nc2nc3ccccc3c(=O)s2)cc1,0,5,-4,-2,-1,-4,-1,-10,-4,-2
CCOC(=O)C1(C)C=C(Nc2ccc(NC(C)=O)cc2)C(=O)N1c1ccc(NC(C)=O)cc1 (stereo unspecified),-1,-2,-4,-9,-2,4,-2,1,-2,15
COc1cc(-c2nnc3sc(-c4ccco4)nn23)cc(OC)c1OC,6,-3,1,3,1,1,23,2,-2,-6
CCc1nc2c(OCc3ccc(Cl)cc3)cccn2c1N(C)C(=O)C1CC1,3,-1,4,1,nt,-2,-2,1,-1,3
C[C@@H]1CN([C@H](C)CO)C(=O)c2cc(NS(=O)(=O)c3ccccc3)ccc2O[C@@H](C)CCCCO[C@@H]1CN(C)Cc1ccccc1,-1,1,3,3,nt,-4,0,-1,-6,4
CN1CCc2c(sc(NC(=O)c3cc(Cl)sc3Cl)c2C(N)=O)C1,0,5,1,5,nt,1,-16,-8,-2,-3
COc1cc(Cl)ccc1OCc1cc(C(=O)NCC(C)(C)N2CCOCC2)no1,0,2,-1,-5,-9,-5,1,1,2,7
COc1cc(C(=O)Nc2ccc(NC(=O)C3CC3)nc2)cc(OC)c1OC,2,-5,2,-3,-4,6,-4,4,-1,-5
Cc1ccc(NC(=O)CN(c2ccccc2F)S(C)(=O)=O)cc1,3,-4,4,-4,1,2,1,-6,21*,4
Cc1cc(NC(=O)CSc2nccn2C)n(-c2ccccc2)n1,1,6,-3,-1,6,5,-2,26*,4,6
CCN(CC(=O)NCc1ccc(F)cc1)C(=O)COc1ccc2ccccc2c1,0,0,-2,-3,-17,6,-1,-1,3,3
c1ccc(Oc2ccc(-c3ccnc4nc(N5CCN(c6ccccc6)CC5)nn34)cc2)cc1,-2,-7,2,7,-4,-9,1,15,2,22*
O=C(NCc1ccccc1)C(Cc1ccccc1)N1C(=O)C2C3CCC(C3)C2C1=O (stereo unspecified),2,-3,3,-5,7,-1,3,-3,0,-1
CN(C)c1ccc(-c2csc(C(O)c3ccc(F)c(F)c3)n2)cc1 (stereo unspecified),2,3,3,4,nt,4,-5,2,-1,17*
COc1ccc(CNC(=O)C2(C)Cc3c(-c4ccc(C(N)=O)cc4)ccnc3O2)cc1OC (stereo unspecified),0,-3,-3,1,nt,10,-3,5,0,5
CC(C)CNc1cc(Cl)c(S(=O)(=O)NCC(C)C)cc1C(=O)O,4,-6,0,37*,-8,6,7,-3,-1,-1
CSc1nc2cc(Cl)ccc2s1,-1,-3,-1,-2,-11,-3,3,10,-2,2
CNC(=O)c1[nH]cnc1C(=O)Nc1ccc(F)cc1,-2,6,-3,-2,-1,-1,2,-19,1,-4
Cc1cccc(-n2c(SCC(=O)NCc3ccco3)nnc2-c2ccco2)c1,-5,-6,1,-6,1,6,1,-5,-2,6
N#Cc1c(NC(=O)c2ccc(-c3ccccc3[N+](=O)[O-])o2)sc2c1CCCC2,-1,7,-3,3,-5,8,5,-2,0,4
O=C(O)c1c2c(nc3ccccc13)-c1ccccc1CC2,-1,10,-2,1,0,4,-1,-6,3,-1
Cc1cccc2cc(COC(=O)COc3ccccc3)c(=O)[nH]c12,0,-2,-1,0,-5,3,-6,8,2,9
O=C(CCl)NN=C(c1ccccc1)c1ccccc1,1,0,0,-3,nt,0,-4,12,0,7
COc1ccc(S(=O)(=O)N2CCC3(CC2)CC(=O)c2ccccc2O3)cc1OC,3,-3,7,-2,-3,3,-13,8,1,3
O=C(NC1CCCCCCC1)c1cccs1,-3,4,-1,-2,1,2,2,-5,2,1
# Next entries
SMILES,PRMT1 FP inh,TCR CD3 inh,MBD2 DNA inh,rCAG RNA binder,HTRA1 inhibitor,mABHD4 FP,GC-B act,TDP2 inh,LEDGF integ inh,SIAE primary
Cc1nn(C)c(C)c1C1C(C#N)=C(N)Oc2n[nH]c(C)c21 (stereo unspecified),-3,8,4,-3,4,-4,-3,6,-3,-1
Cc1ccc(C(=O)Nc2ccccc2C(=O)NC(Cc2ccccc2)C(=O)O)cc1 (stereo unspecified),3,4,4,43*,-17,-23,3,4,-4,-6
O=C(NC(=S)Nc1ccc(S(=O)(=O)Nc2ncccn2)cc1)c1ccc(Br)cc1,2,-3,5,2,5,-7,-3,-1,-1,6
O=S1(=O)N[C@@H](Cc2ccccc2)COc2cccc(N3CCC[C@H]3CO)c21,-3,1,-3,4,nt,-1,4,13,2,1
CCn1ncc(Br)c1C(=O)Nc1ccccc1C(=O)OC,-4,2,-2,-7,-6,-1,-9,5,3,6
COC(=O)c1cc2c(c3c4cc(F)ccc4n(S(=O)(=O)c4ccc(C)cc4)c13)C(=O)N(Cc1ccc(N(C)C)cc1)C2,4,3,-5,13,nt,2,5,4,-3,-1
O=C(Nc1ccccc1F)c1ccc(OCc2ccccc2)cc1,-1,-2,2,-1,-5,5,1,2,-1,-2
COC(=O)c1ccc2nc(C3CCCCC3)c(Cc3ccccc3OC)n2c1,-4,1,-2,4,nt,-6,-4,4,6,2

# These rows are one share of the data, so the mix of outcomes need not match the whole.
